High-throughput results: PubChem, several laboratories
PLK1 kinase inh: human PLK1 kinase inhibitors, primary screen, biochemical, TR-FRET. Serine/threonine-protein kinase PLK1 (Homo sapiens), P53350. recombinant PLK1 kinase, TR-FRET peptide phosphorylation. inhibition, % at 10 µM. 97,000 tested, 0.53% active;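 active means inhibition of 50% or more in the single-concentration screen; inactive means inhibition below 50%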;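 further: 0% = DMSO max control and 100% = H-89 dihydrochloride min control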
Target sequence (P53350 whole entry, looked up): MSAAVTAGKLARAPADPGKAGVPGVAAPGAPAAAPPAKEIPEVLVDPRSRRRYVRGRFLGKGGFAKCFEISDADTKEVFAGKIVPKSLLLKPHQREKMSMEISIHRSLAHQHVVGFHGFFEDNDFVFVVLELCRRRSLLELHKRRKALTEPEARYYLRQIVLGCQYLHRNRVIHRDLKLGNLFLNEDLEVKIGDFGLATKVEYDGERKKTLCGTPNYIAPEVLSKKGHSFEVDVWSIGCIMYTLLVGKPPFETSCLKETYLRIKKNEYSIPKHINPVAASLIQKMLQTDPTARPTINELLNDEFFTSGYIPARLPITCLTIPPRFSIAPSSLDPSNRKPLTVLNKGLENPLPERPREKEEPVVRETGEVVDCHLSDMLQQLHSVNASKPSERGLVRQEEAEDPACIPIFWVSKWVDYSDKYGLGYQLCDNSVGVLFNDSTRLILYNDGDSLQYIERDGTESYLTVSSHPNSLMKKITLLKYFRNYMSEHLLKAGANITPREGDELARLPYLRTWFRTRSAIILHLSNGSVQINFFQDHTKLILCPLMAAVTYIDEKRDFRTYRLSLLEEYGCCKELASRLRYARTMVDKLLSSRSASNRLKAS
Rev-RRE block: HIV-1 Rev-RRE binding inhibitors, primary screen, biochemical, FRET, protein-RNA interaction. P05866. inhibition, % at 8 µM. 97,000 tested, 0.79% active. Rev peptide-RRE RNA binding;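 active means inhibition above the screen-wide mean plus 3 SD, cut at about 35% in these data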;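 further: 0% = median DMSO wells and 100% = median Neomycin B control wells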
Target sequence (P05866 whole entry, looked up): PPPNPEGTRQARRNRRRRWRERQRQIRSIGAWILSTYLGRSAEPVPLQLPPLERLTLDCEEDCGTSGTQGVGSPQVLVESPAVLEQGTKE
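Assay system: Labelled RRE RNA duplex and labelled Rev peptide | Times: 5 min preincubation and 15 min binding, 25 °C | Detection: FRET, ex 480 nm, em 540 and 671 nm | Evaluation: % inhibition of FRET ratio versus controls | Benchmarks: DMSO wells as 0% and neomycin B wells as 100% inhibition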
PLAP act: PLAP enzyme activators, biochemical, luminescence, HTS. Alkaline phosphatase, placental type (Homo sapiens), P05187. 96,000 tested, 1.2% active. purified PLAP enzyme, luminescent substrate read-out; hits give high values. activation fold at 20 µM. AID 696, 2007; in the data active means activation fold above about 2
EphB4 antag: EphB4-ephrin-B2 interaction antagonists, primary screen, biochemical, TNYL-RAW peptide probe, fluorescence polarization | Ephrin type-B receptor 4 (Homo sapiens), P54760 | EphB4 LBD / TNYL-RAW-Alexa532 peptide | inhibition, % at 7 µM | 97,000 tested, 0.15% active | AID 720, 2007;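 active means inhibition above the screen-wide mean inhibition plus 3 SD, cut at about 15% in these data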;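 further: 0% = DMSO wells and 100% = excess unlabeled TNYL-RAW peptide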
CYP2C9 act: human CYP2C9 activators, primary screen, biochemical, luminescence; AID 1024, 2008; recombinant CYP2C9, luciferin-H conversion; hits give high values; factor 1 = untreated enzyme, 0 = blocked; 96,000 tested, 1.4% active; activation factor at 5 µM;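 active means activation factor of 2 or more for CYP2C9 at a 5 µM dose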;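 further: 0 = sulfaphenazole-blocked wells and 1 = vehicle-only wells; values of inactives mirror those of a sister screen read the other way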
CYP2C9 inh: blockers of cytochrome P450 2C9 activity – biochemical, luminescence, ADME assay, primary screen; CYP2C9 Supersomes, luciferin-H conversion; inhibition, % at 5 µM; 96,000 tested, 20% active; AID 777, 2007;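 active means blocking of liver enzyme CYP2C9 beyond about 50% at 5 µM, limit read from the data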; further: values of inactives mirror those of a sister screen read the other way
CYP2C19 act: human CYP2C19 activators, primary screen, biochemical, luminescence. recombinant CYP2C19, luciferin-H EGE luminescence; hits give high values; 0 = fully inhibited enzyme, 1 = untreated enzyme. activation factor at 5 µM. 96,000 tested, under 10 active;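 active means activation factor of at least 2 at 5 µM in the primary screen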;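 further: 0 = wells with 2.5 mM tranylcypromine and 1 = vehicle-only wells; values of inactives mirror those of a sister screen read the other way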
Plk1 PBD FP: Plk1 polo box domain binding inhibitors, primary screen, biochemical, fluorescence polarization; Serine/threonine-protein kinase PLK1 (Homo sapiens), P53350; Plk1 PBD phosphopeptide binding; inhibition, %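 (tested at about 20 µM)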; 97,000 tested, 0.13% active; AID 693, 2007; in the data active means inhibition above about 34%, passing the limit was not always enough
CYP2C19 inhib: blockers of cytochrome P450 2C19 activity – biochemical, luminescence, ADME assay, primary screen; P33261; CYP2C19 Supersomes, luciferin-H EGE luminescence, 30 min; inhibition, % at 5 µM; 96,000 tested, 21% active; AID 778, 2007;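 active means CYP2C19 inhibition above a set limit at 5 µM in the primary screen, cut at about 50% in these data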;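 further: plate controls were negative control wells for no effect and 2.5 mM tranylcypromine positive control for full effect; values of inactives mirror those of a sister screen read the other way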
Numbers without * were called inactive; . = no result given. Rows are unselected; overall some 29% were active at least once.

PLK1 kinase inh	Rev-RRE block	PLAP act	EphB4 antag	CYP2C9 act	CYP2C9 inh	CYP2C19 act	Plk1 PBD FP	CYP2C19 inhib	smiles
-9	2	1.1	11	0.9	9	0.8	-20	20	CCCCCOC(=O)Cn1c(N2CCCCCC2)nc2c1c(=O)[nH]c(=O)n2C
-10	6	1.1	8	0.9	14	0.4	14	64*	CN1CCN(C2=C(Cl)C(=O)N(Cc3ccccc3)C2=O)CC1
-5	11	0.8	4	1.1	-10	1.2	0	-22	Cc1ccc(-n2ncc3c(N4CCN(c5ccc(F)cc5)CC4)ncnc32)c(C)c1
-3	5	0.8	2	0.9	12	1	33	0	Cc1nnc(SCCN2C(=O)c3ccccc3C2=O)[nH]c1=O
-3	0	1	-3	1.1	-6	1	35	0	CC1(C)CC(=O)C(CCC(=O)c2ccccc2)C(C)(C)N1 (stereo unspecified)
-8	4	0.8	-2	0.1	87*	0.7	-8	26	COc1ccc(OC)c(C(=O)CSc2nc3ccccc3n2CC(=O)NC(C)(C)C)c1
-17	0	0.7	0	2.3*	-132	0.7	2	29	O=C(CNS(=O)(=O)c1ccc2ccccc2c1)OCC(=O)c1ccc(Br)s1
-13	6	1	0	1.1	-10	0.9	-6	14	C=CCn1c(C)c(C(C)=O)c(N2CCOCC2)nc1=S
-8	24	1.3	-1	0.2	80*	0.2	19	78*	CCc1ccc(NS(=O)(=O)c2ccc(OC)c(C)c2)cc1
3	17	0.9	-7	0.1	92*	0.6	10	41	CCC(C)NS(=O)(=O)c1ccc(S(=O)(=O)N(CC(=O)Nc2ccccc2)CC2CCCO2)cc1 (stereo unspecified)
-9	0	0.8	-6	0.6	37	0.8	9	25	Cn1cc(C(=O)c2ccc(F)cc2)cc1-c1nc2ccccc2n1C
-15	3	1	1	0.9	12	1	-12	-1	O=C(Nc1nccs1)NC(C(F)(F)F)C(F)(F)F
-9	-1	.	-4	.	.	.	32	.	CCN(CC)C(=O)c1cnn(-c2ccccc2)c1NC(=O)c1ccccc1F
.	.	1.2	.	0.7	30	0.8	.	23	CCOC(=O)c1c(NC(=O)c2cccs2)sc2c1CC(C)(C)OC2
-7	3	0.9	-10	1	-1	1	-2	-1	O=C(Cc1c(O)c2ccccc2[nH]c1=O)OC1CCCCC1
-5	5	0.8	2	0.8	25	0.1	9	90*	Cc1ccccc1NC(=S)NCc1ccc2c(c1)OCO2
19	7	.	6	.	.	.	5	.	OC(CNCC1CCCO1)COc1ccc(OCC(O)CNCC2CCCO2)cc1 (stereo unspecified)
-10	49*	1.3	3	0.7	28	0.9	4	7	COc1cccc(C2=CC(c3ccc(C)cc3)n3ncnc3N2)c1 (stereo unspecified)
8	-2	0.9	-9	1	1	1	-6	0	CNCCCOc1cccc(OC(C)C)c1
-4	-2	1.3	-1	1.1	-6	1.2	-23	-20	Cc1cccc(C)c1NC(=O)c1ccc(CN2CCc3ccccc3C2)cc1
1	9	0.9	-1	1	-4	0.9	8	7	COc1ccc(-c2nnc(N)s2)cc1
-4	-4	1.4	-2	0.1	88*	0.2	-19	79*	O=C(c1ccc(Br)o1)N1CCN(c2ccc3nnc(-c4ccccc4)n3n2)CC1
-15	3	1.2	-7	0.9	12	0.7	-1	28	Cc1nc2sc(C(c3cccc(F)c3)N3CCCCC3)c(O)n2n1 (stereo unspecified)
1	6	1	2	0.9	13	0.9	4	14	CC(=O)c1ccc(N2CCN(C(=O)c3ccco3)CC2)c(F)c1
-10	15	1	1	0.3	70*	0.7	3	29	N#Cc1c(-c2ccccc2)cc(-c2ccccc2)nc1SCc1nnc(-c2ccccc2)o1
.	.	1.3	.	0.8	19	1.1	.	-14	CCCNC(=O)C1CC(=O)N(c2ccc(OCC(=O)Nc3cc(C)cc(C)c3)cc2)C1 (stereo unspecified)
-12	9	1.1	-3	0.5	49	0.2	-12	83*	O=C1NC(c2ccncc2)Nc2sc3c(c21)CCCC3 (stereo unspecified)
-7	16	1.1	1	1	0	1	35	1	CC1CCN(c2nc(-c3ccccc3)cc(C(F)(F)F)n2)CC1
7	62*	1.2	6	1	-2	0.9	-31	7	CCN1CC=C2C(C#N)=C(N)C(C#N)(C#N)[C@H](c3ccoc3)[C@H]2C1
-15	-3	1.2	-7	0.8	23	0.1	-2	94*	COc1ccc(NC(=O)CC2CCCCC2)cc1OC
-11	5	1	-2	0.4	62*	0.7	-16	35	COc1ccc(CCN2C(=O)c3[nH]nc(-c4ccccc4O)c3C2c2cccc(Cl)c2)cc1 (stereo unspecified)
31	1	1.5	1	1	-1	1.1	6	-11	CCN(CC)C(=O)Cn1nnc(-c2ccc(C)o2)n1
-20	2	1.6	0	0.2	83*	0	-16	96*	CCOC(=O)c1ccccc1NC1c2ccccc2C(=O)N1c1cc(C)ccn1 (stereo unspecified)
-7	4	1	-1	1.1	-10	0.7	10	30	COc1ccccc1NC(=O)Cn1c(=O)oc2ccccc21
51*	7	1.4	4	0.7	34	1	1	-1	O=C(Nc1c(C(=O)O)oc2ccc(Br)cc12)c1ccccc1
.	.	1.3	.	0.8	19	1	.	-1	CCOCCCNC(=O)c1cn(CC(C)C)c(=O)c2cc(OC)c(OC)cc12
-8	6	1.1	3	0.9	11	0.5	4	46	Cc1cc(NC(=O)CN2CCCCCCC2)no1
-2	0	0.9	-2	0.6	41	0.4	-8	59*	COc1ccccc1-n1cnnc1SCC(=O)c1ccc[nH]1
-7	2	.	1	.	.	.	1	.	COc1c(Cl)cc(Cl)cc1C(=O)Nc1ccccc1N1CCN(C(C)=O)CC1
-15	16	1	2	1.1	-5	1	11	0	COc1ccc(N=Cc2sc3ccccc3c2Cl)cc1
3	3	0.9	-1	0.5	46	0.7	8	31	CCOC(=O)c1ccc(COC(=O)CNC(=O)CNC(=O)c2ccc(OC)cc2)o1
-6	1	.	-6	.	.	.	10	.	COCC(=O)Nc1sc2c(c1C(=O)OC)CCCC2
3	3	1.3	-7	0.8	18	0.9	8	15	Cc1oc(-c2cccc(Cl)c2)nc1CN1CCCC(C(=O)NCc2ccco2)C1 (stereo unspecified)
-13	3	1.1	7	0.9	6	1.1	3	-11	COc1ccc(-c2nn(-c3ccccc3)cc2/C=C2/SC(=S)N(Cc3ccco3)C2=O)c(C)c1
-11	5	1	4	0.6	39	0.4	-28	62*	COc1cccc(-n2nc(-c3ccnn3-c3ccccc3)c(=O)n(C)c2=O)c1
-5	7	1.3	21*	0.8	17	0.4	-10	61*	O=S(=O)(N1CCOCC1)N1CCN(c2ccccc2F)CC1
4	0	.	-2	.	.	.	6	.	Cn1c(=O)c2c(nc(CN3CCN(c4ccccc4)CC3)n2CCc2ccccc2)n(C)c1=O
-6	10	1.7	-10	1.1	-12	1	0	-1	COc1ccc(N/C(C)=C2/C(=O)C(=O)N(CCO)C2c2ccc([N+](=O)[O-])cc2)cc1 (stereo unspecified)
-12	22	0.5	1	0.1	90*	0	4	99*	O=S(=O)(c1ccc(Cl)c(Cl)c1)c1snnc1-c1ccccc1
-12	5	1	1	0.8	23	0.9	10	13	Cc1nnc(-c2cccc(Br)c2)c2cn(-c3cccc(Br)c3)nc12
-10	2	1.4	3	0.7	27	0.3	-18	69*	O=C(OCCNc1ncc(C(F)(F)F)cc1Cl)c1ccc(S(=O)(=O)N2CCOCC2)cc1
-1	1	0.9	-4	1	4	0.5	26	50	C=CCC(=O)OCC(=O)Nc1ccc(Cl)cn1
-11	3	1.1	-22	1.1	-9	1	-15	-4	CC(C)Sc1nc2c(c(=O)[nH]c(=O)n2C)n1C
-112	6	.	-7	.	.	.	5	.	COc1ccccc1NC(=O)c1oc2ccccc2c1NC(=O)c1cc(OC)c(OC)c(OC)c1

Structural class: the entries above with a Cl atom
PLK1 kinase inh	Rev-RRE block	PLAP act	EphB4 antag	CYP2C9 act	CYP2C9 inh	CYP2C19 act	Plk1 PBD FP	CYP2C19 inhib	smiles
-10	6	1.1	8	0.9	14	0.4	14	64*	CN1CCN(C2=C(Cl)C(=O)N(Cc3ccccc3)C2=O)CC1
-11	5	1	-2	0.4	62*	0.7	-16	35	COc1ccc(CCN2C(=O)c3[nH]nc(-c4ccccc4O)c3C2c2cccc(Cl)c2)cc1 (stereo unspecified)
-7	2	.	1	.	.	.	1	.	COc1c(Cl)cc(Cl)cc1C(=O)Nc1ccccc1N1CCN(C(C)=O)CC1
-15	16	1	2	1.1	-5	1	11	0	COc1ccc(N=Cc2sc3ccccc3c2Cl)cc1
3	3	1.3	-7	0.8	18	0.9	8	15	Cc1oc(-c2cccc(Cl)c2)nc1CN1CCCC(C(=O)NCc2ccco2)C1 (stereo unspecified)
-12	22	0.5	1	0.1	90*	0	4	99*	O=S(=O)(c1ccc(Cl)c(Cl)c1)c1snnc1-c1ccccc1
-10	2	1.4	3	0.7	27	0.3	-18	69*	O=C(OCCNc1ncc(C(F)(F)F)cc1Cl)c1ccc(S(=O)(=O)N2CCOCC2)cc1
-1	1	0.9	-4	1	4	0.5	26	50	C=CCC(=O)OCC(=O)Nc1ccc(Cl)cn1
